# Assay outcomes from PubChem BioAssay.
# ABCB6 inh 2: blocks the human ABCB6 transporter; Q9NP58; K562-ABCB6 porphyrin accumulation, flow cytometry, 1 h; hits give low values; fluorescence ratio to DMSO, % at 10 µM; 0.19% of 360,000 active; AID 602162;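 active = fluorescence ratio to DMSO below 75%, the collection mean minus 3 SD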;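 note: signal is porphyrin accumulated inside mitochondria; 100% equals median channel fluorescence of DMSO control wells; lower ratio means ABCB6 inhibition with less porphyrin fluorescence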
# Target sequence (Q9NP58 whole entry, looked up): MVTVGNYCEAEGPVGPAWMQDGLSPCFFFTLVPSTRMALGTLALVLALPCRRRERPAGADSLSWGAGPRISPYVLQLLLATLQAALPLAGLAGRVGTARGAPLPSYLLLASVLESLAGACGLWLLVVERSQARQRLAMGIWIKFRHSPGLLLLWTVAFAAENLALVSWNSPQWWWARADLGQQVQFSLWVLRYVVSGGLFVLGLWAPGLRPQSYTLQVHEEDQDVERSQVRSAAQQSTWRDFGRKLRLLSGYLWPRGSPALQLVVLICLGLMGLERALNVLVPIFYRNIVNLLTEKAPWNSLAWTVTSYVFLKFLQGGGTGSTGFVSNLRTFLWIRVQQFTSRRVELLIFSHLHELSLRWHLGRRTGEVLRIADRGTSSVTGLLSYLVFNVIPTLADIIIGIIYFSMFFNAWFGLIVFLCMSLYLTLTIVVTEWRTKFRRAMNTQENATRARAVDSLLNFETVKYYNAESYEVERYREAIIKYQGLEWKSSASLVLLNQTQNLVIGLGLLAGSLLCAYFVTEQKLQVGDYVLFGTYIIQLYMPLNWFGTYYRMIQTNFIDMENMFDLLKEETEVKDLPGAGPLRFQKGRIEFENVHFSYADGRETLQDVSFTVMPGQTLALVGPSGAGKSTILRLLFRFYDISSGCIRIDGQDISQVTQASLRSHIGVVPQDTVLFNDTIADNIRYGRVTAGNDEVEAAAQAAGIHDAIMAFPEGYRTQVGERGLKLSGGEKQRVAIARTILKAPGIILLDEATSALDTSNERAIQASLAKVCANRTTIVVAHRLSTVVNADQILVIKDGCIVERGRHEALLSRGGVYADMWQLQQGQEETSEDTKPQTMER
# iPSC survival up: hiPSC single-cell survival enhancement; ATPlite luminescence; 100% = ROCK inhibitor wells, 0% = DMSO; survival enhancement, % at 20 µM; 0.044% of 360,000 active; AID 602274; in the data active = survival enhancement above about 18%;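 note: cells exposed to compounds for 16 hours before the ATP read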
# H9c2 protect: protects H9c2 cardiomyocytes from peroxide injury | H2O2 injury protection, ATPLite, 2 h | protection from H2O2 cell death, % at 20 µM | 0.63% of 360,000 active;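 active = compounds giving at least 50% protection of heart cells from peroxide-induced death in the single-dose screen, raw or plate-pattern-corrected value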;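 note: 0% = DMSO wells with peroxide and 100% = DMSO wells without peroxide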
# N-glyco inh: blocks N-linked glycosylation in D54 reporter cells. D54 ERlucT glycosylation luciferase reporter, 24 h; percent of 100 nM tunicamycin response. 0.23% of 360,000 active. reporter increase, % at 12.5 µM;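 active = mean luciferase reporter signal, scaled so untreated is 0 and the glycosylation-blocking control 100, at or above a set limit in every replicate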;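 note: luciferase carries N-glycosylation sites so blocking glycosylation raises the light; 0% = median of neutral control wells and 100% = median of 100 nM tunicamycin wells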
# aDG glyco up: alpha-DG glycosylation activation; Pro5-aDG cells, alpha-DG glycosylation AlphaScreen (IIH6); 0% Pro5, 100% B10-LARGE cell signal; activation, % at 10 µM; 0.22% of 360,000 active;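 active = activation of at least 8% versus controls, or a plate z-score of at least 8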;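 note: Pro5 are CHO cells carrying HIG-tagged alpha-DG that lacks glycosylation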
# ABHD5-PLIN5 inh: inhibitors of human ABHD5-perilipin-5 interaction; inhibition, % at 4 µM; Q00G26+Q8WTS1; AID 602281; 0.78% of 360,000 active; Split G. princeps luciferase complementation, luminescence, 4 h;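 active = inhibition above the mean inhibition across every tested compound plus 3 SD, cut at about 22% in these data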;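 note: 0% = DMSO only wells and the 100% control is not disclosed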
# HTR2A ag: agonists of mouse serotonin 5-HT2A receptor (HTR2A); AID 624169; activation, % at 7.6 µM; CHO-K1 mHTR2A beta-arrestin complementation, luminescence; percent of 30 µM serotonin response; 0.66% of 360,000 active;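 active = activation above a run cutoff, the mean activation of all tested compounds plus 3 SD, cut at about 14% in these data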;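 note: 0% = plate median of compound wells and 100% = 30 µM serotonin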
# MC4R antag cAMP: blocks human MC4R cAMP signaling. P32245. MC4R-expressing cells, MTII-stimulated cAMP, LANCE TR-FRET. inhibition, % at 6.5 µM. 0.48% of 360,000 active;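 active = inhibition above its plate's cutoff, the mean of tested wells on that plate plus 3 SD, cut at about 29% in these data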;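 note: 0% = Melanotan II alone and 100% = Melanotan II plus saturating MCL0020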
#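 Assay system: U2OS-MC4R stable cell line; Also added: Melanotan II; Technique: Eu-cAMP/anti-cAMP TR-FRET, emission 671 nm; Times: 30-min compound, 1-h challenge, 1-h detection, room temperature.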
# Exocytosis inh: blocks lytic granule exocytosis; TALL-104 LAMP-1 surface exposure, flow cytometry; cells stimulated with thapsigargin and PMA; inhibition, % at 10 µM; 0.66% of 360,000 active;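 active = inhibition above about 55%, limit read from the data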
# MC4R ag barr: human MC4R agonism via beta-arrestin; P32245; U2OS MC4R beta-arrestin complementation, luminescence; percent of melanotan II response, DMSO zero; activation, % at 8.9 µM; 0.98% of 360,000 active;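 active = activation above a per-plate cutoff, the mean activation of sample wells on that plate plus 3 SD, cut at about 8% in these data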
# The depositor's hits bear a star; nt = not tested or not shown.
nr	mol	ABCB6 inh 2	iPSC survival up	H9c2 protect	N-glyco inh	aDG glyco up	ABHD5-PLIN5 inh	HTR2A ag	MC4R antag cAMP	Exocytosis inh	MC4R ag barr
1	Cc1ccc(S(=O)(=O)N2[C@@H](c3cccc(C)c3)C(C(=O)O)=C[C@H]2CC2CCCC2)cc1	100	1.3	7	2	0.0	11	1	3	-2	1.1
2	CCCCOCCCNC(=O)CCCOc1ccccc1	105	0.0	8	0	0.0	-2	4	-2	5	-0.8
3	CC(C)NC(=O)c1cc(C2CCCCN2S(=O)(=O)c2cccs2)on1 (stereo not drawn)	97	-3.5	0	1	-0.1	3	-5	10	1	-1.0
4	O=C(NCCn1c(C(F)(F)F)nc2ccccc21)[C@H]1CCCN1c1nc(CN2CCCCC2)cs1	99	5.2	7	2	0.7	1	1	12	-7	-1.1
5	Cc1c(C(=O)Oc2ccc(Cl)cc2)n(C)oc1=O	98	-0.3	6	1	-0.1	11	-4	2	-4	-1.1
6	O=C(Cn1cc(C(F)(F)F)cc(Cl)c1=O)Nc1cccc(S(=O)(=O)N2CCCCC2)c1	94	-0.5	-6	-3	0.4	-6	-9	5	-3	-1.1
7	O=C(c1ccc(Cl)cc1)c1ccc(OCC(=O)N2CCOCC2)cc1	101	3.3	-2	-1	0.3	-1	-2	3	-3	-2.1
8	O=C(NCc1cccs1)N[C@@H](Cc1ccccc1)C(=O)O	102	-0.2	1	2	-0.2	1	2	7	-4	-1.2
9	C=C(C)CC1Nc2ccccc2NC1CC(=C)C (stereo not drawn)	118	-0.5	-2	4	0.1	1	4	4	4	0.6
10	C=CCNC(=O)/C(=C\C=C\c1ccccc1)NC(=O)c1ccc(OCCCC)cc1	102	0.9	-16	3	0.0	7	3	-1	1	0.7
11	CC(NC(=O)/C(C#N)=C/c1ccc(N2CCOCC2)cc1)c1ccccc1 (stereo not drawn)	92	-0.4	-15	0	0.2	10	-5	1	-1	-2.3
12	Cc1ccc(C)c(NC(=O)c2sc(Cl)nc2-c2ccccc2)c1	98	-3.1	3	0	0.3	-3	7	37*	-6	2.9
13	COc1ccc(C2C(=O)N(C3CCCCC3)CC(=O)N2Cc2ccco2)cc1 (stereo not drawn)	103	4.2	0	0	-0.3	-2	-4	-4	-3	0.1
14	CCCOc1ccc(/C=N/NC(=O)CSCc2ccc([N+](=O)[O-])cc2)cc1OCC	104	4.1	6	-4	-0.1	-5	0	-2	-1	-2.6
15	O=C(O)/C=C/C(=O)Nc1ccc(-n2ccc(C(F)(F)F)n2)cc1	105	-0.4	5	3	-0.1	3	-3	21	0	0.6
16	O=[N+]([O-])c1ccc(/C=N/NC(=S)Nc2ccccc2C(F)(F)F)o1	99	0.0	2	7	0.1	1	1	8	-3	-0.3
17	CC(=O)Nc1ccc(S(=O)(=O)N2CCCC2C(=O)Nc2ccc3c(c2)OCCO3)cc1 (stereo not drawn)	101	0.5	0	1	-0.4	4	-4	0	3	-1.7
18	COC(=O)c1ccccc1NC(=O)CN1CCCCCC1	100	-0.3	-3	-1	-0.2	5	-3	2	0	1.7
19	O=C(CC1NC2CCCCC2NC1=O)Nc1cccc(C(F)(F)F)c1 (stereo not drawn)	91	0.4	1	2	2.9	0	-1	-5	1	0.6
20	O=C(CSc1nc2ccc([N+](=O)[O-])cc2[nH]1)c1ccc2ccccc2c1	97	0.2	-5	3	0.0	-4	0	9	-2	-1.9

# 3 structures from above, sorted by molar mass, smallest number first:
nr	mol	ABCB6 inh 2	iPSC survival up	H9c2 protect	N-glyco inh	aDG glyco up	ABHD5-PLIN5 inh	HTR2A ag	MC4R antag cAMP	Exocytosis inh	MC4R ag barr
18	COC(=O)c1ccccc1NC(=O)CN1CCCCCC1	100	-0.3	-3	-1	-0.2	5	-3	2	0	1.7
12	Cc1ccc(C)c(NC(=O)c2sc(Cl)nc2-c2ccccc2)c1	98	-3.1	3	0	0.3	-3	7	37*	-6	2.9
16	O=[N+]([O-])c1ccc(/C=N/NC(=S)Nc2ccccc2C(F)(F)F)o1	99	0.0	2	7	0.1	1	1	8	-3	-0.3

# Carrying on:
nr	mol	ABCB6 inh 2	iPSC survival up	H9c2 protect	N-glyco inh	aDG glyco up	ABHD5-PLIN5 inh	HTR2A ag	MC4R antag cAMP	Exocytosis inh	MC4R ag barr
21	CCN1CCN(C(=O)C(NS(=O)(=O)c2ccc3nc(C)sc3c2)C(C)C)CC1 (stereo not drawn)	98	-0.8	4	1	0.4	14	2	3	6	1.8
22	O=C(NCCc1ccc(Cl)cc1)c1ccc2c(c1)OCO2	96	-0.3	-5	nt	0.3	-1	-8	-1	-5	1.0
23	O=C(NNC(=S)NCCCN1CCOCC1)c1ccncc1	93	0.2	2	1	-0.1	1	0	0	-1	-2.5
24	O=C(CC1C(=O)NCCN1C1CCCC1)NCc1cccc(OC(F)(F)F)c1 (stereo not drawn)	101	0.0	-5	2	0.1	0	-1	0	1	-2.3
25	Cc1ccc(Cn2c(CN3CCN(C(=O)c4ccco4)CC3)nc3c2c(=O)n(C)c(=O)n3C)cc1	103	2.2	5	2	0.1	7	2	11	-4	-1.8
26	O=[N+]([O-])c1ccccc1CNC1CCCc2ccccc21 (stereo not drawn)	90	0.1	0	1	0.5	10	1	-3	-2	-0.2
27	Cc1occc1-c1nnc(SCC(=O)N(C)CCC#N)n1N	96	-1.6	-12	1	-0.1	7	3	18	1	1.1
28	Cc1cc(C)c2c(-n3cccc3)c(C(=O)O)sc2n1	101	-2.4	7	0	-0.2	-3	2	4	-1	0.3
29	CC(C)OCCCNS(=O)(=O)c1ccc2ccccc2c1	95	-1.2	-6	-1	0.0	-2	-2	-1	10	-0.1
30	COc1ccc(N(C(=O)c2cccnc2)S(=O)(=O)c2cc(OC)ccc2OC)cc1	93	0.1	6	-2	0.1	1	3	2	-3	-0.1
31	COc1ccc(C=NNC(=O)CCCCC(=O)NN=Cc2ccc(OC)cc2)cc1	98	-1.1	-4	-1	0.0	-13	-1	0	2	-0.7
32	Cc1ccccc1CNS(=O)(=O)c1c(C(=O)N2CCCCC2)c(C)n(C)c1C	92	-0.4	5	-2	0.2	-4	9	-1	-2	-1.3
33	CC(C)NC(=O)C(OC(=O)c1ccccc1)C(OC(=O)c1ccccc1)C(=O)O (stereo not drawn)	78	-2.3	3	2	0.1	-4	3	-2	-1	-1.2
34	Nc1ccc2oc(=O)c3ccccc3c2c1	106	-2.6	30	0	-0.2	2	-5	2	2	-1.0
35	O=C(CSc1ccc(-c2ccco2)nn1)Nc1ccc(F)cc1F	97	-0.5	-8	-1	0.0	9	1	15	-2	-1.5
36	CN(C)c1ccccc1-c1cc(NC=O)c2ncc(-c3cccc(C(F)(F)F)c3)n2c1	122	-3.2	16	7	-0.8	-3	-2	-6	-12	27*
37	CCOc1ccc(NC(=O)CN(C)C(=O)C2CCCO2)cc1OCC (stereo not drawn)	100	0.3	4	1	-0.2	-9	-5	14	-1	-1.8
38	COc1ccc2sc(NCc3ccccc3)nc2c1	90	0.1	-7	-4	0.1	-2	2	-3	2	-2.5
39	CN(CCC#N)c1ccc(C=C(C#N)c2cccc(C(F)(F)F)c2)cc1	95	0.2	-12	10	-0.2	5	-3	nt	13	nt
40	Cc1ccccc1C(=O)NC1CCN(C(=O)NC2CCCCC2)CC1	97	-0.3	0	0	-0.1	1	3	7	-7	-1.0
41	COc1ccccc1/C=C/C=C1N=C(/C=C/c2ccc(Cl)cc2)OC/1=O	101	-0.4	-1	1	-0.1	-2	-1	1	-2	-2.2
42	Cc1ccc(C(=O)NC(C)C(c2cccs2)N2CCCC2)s1 (stereo not drawn)	91	-0.3	6	0	-0.4	-7	-4	-6	-2	-2.5
43	C[C@H](CO)N1C[C@H](C)[C@@H](CN(C)C(=O)NC2CCCCC2)Oc2ccc(NC(=O)Nc3ccc(C(F)(F)F)cc3)cc2C1=O	102	1.9	-5	4	-0.1	-9	2	2	-3	-1.6
44	Clc1ccccc1C(c1ccccc1)(c1ccccc1)n1ccnc1	101	4.6	10	-8	1.3	2	-7	18	9	0.1
45	CCOC(=O)/C(C#N)=C1\CC2CCC1(C)C2(C)C (stereo not drawn)	161	-1.6	11	-6	0.0	-2	5	-5	0	3.3
46	COc1ccc(NS(=O)(=O)c2cccc(C(=O)N/N=C(/C)c3ccc(-n4ccnc4)cc3)c2)cc1	94	0.3	10	0	0.0	4	-4	-60	0	0.3
47	COc1ccc(N(C(C)=O)S(=O)(=O)c2cccs2)cc1	90	-0.3	6	0	-0.2	-4	-4	3	0	-0.3
48	CCCCN(CC)CCCNC(=O)c1cc2c(-c3ccc(OC)c(OC)c3)nn(C)c2s1	102	-0.5	0	2	0.3	7	-6	-16	30	0.6
49	COc1ccc(-c2nc(S(=O)(=O)c3ccccc3)c(NCCCN3CCOCC3)o2)cc1	105	-0.5	-3	0	0.1	4	-6	9	48	-1.2
50	COc1ccc(-c2ccc(C#N)c(OC)n2)cc1	103	0.2	3	1	-0.1	-2	-2	-10	-1	-0.6
51	COc1ccccc1N1CCN(CCCC(=O)c2ccc(F)cc2)CC1	93	0.8	-7	-1	0.2	-3	13	2	-4	1.5
52	CN1CCc2c(sc(NC(=O)C3COc4ccccc4O3)c2C(N)=O)C1 (stereo not drawn)	97	-0.1	-5	-4	-0.1	6	-4	-7	6	-0.8
53	O=C(c1ccc(=O)[nH]c1)N1CCN(S(=O)(=O)c2ccc(Cl)cc2)CC1	103	-0.8	0	1	-0.1	10	-8	4	-10	0.5
54	Clc1ccccc1Cn1nnc2c(N3CCCC3)ncnc21	107	0.0	4	-8	0.0	2	-1	5	1	-1.5
55	COCCN1CCN(c2cc(-c3ccccc3)nc3cc(-c4cccc(F)c4)nn23)CC1	92	-2.7	-8	-7	1.5	12	3	7	-1	1.1
56	CC1=NNC(=O)C1CC(=O)N/N=C/C(Br)=C/c1ccccc1 (stereo not drawn)	101	-0.6	1	1	0.0	19	1	2	17	1.0
57	O=C(O)c1cc2c(cn1)[nH]c1ccccc12	91	-0.5	-5	0	0.1	-5	3	4	-4	-1.1
58	Fc1cccc(Cl)c1C1SCc2nc3ccccc3n21 (stereo not drawn)	98	0.8	-9	-3	-0.3	9	-2	nt	-6	nt
59	COc1ccccc1CNC(=O)c1oc2ccc(S(=O)(=O)N3CCCC3)cc2c1C	86	2.3	-16	-2	0.0	1	0	29*	-2	-0.5
60	COC(=O)[C@]1(C)N[C@H](CN(C)C(=O)c2ccccc2)[C@@H]2C(=O)N(Cc3ccccc3)C(=O)[C@@H]21	99	0.4	3	0	0.0	-1	-2	3	-2	-3.0
61	Cn1c(SCC(=O)Nc2cccc(NC(=O)c3cccs3)c2)nnc1-c1ccncc1	97	9.3	1	0	-0.3	-3	5	9	0	0.5
62	CCOc1cccc(-c2c(C(=O)N/N=C/c3ccoc3)nnn2-c2nonc2N)c1	99	-0.4	2	0	-0.2	1	1	10	-6	-1.2
63	N#Cc1cc2c(nc1SCC1COc3ccccc3O1)CCC2 (stereo not drawn)	94	-0.5	-11	-2	-0.1	-3	-3	-7	-1	-0.1
64	COc1ccccc1C(=O)NC(CCSC)C(=O)NNC(=O)c1ccccc1C (stereo not drawn)	91	0.0	5	0	-0.1	-1	3	1	2	3.5
65	COC(C[C@@H]1O[C@@H]1[C@H](O)[C@H](C)OCc1ccccc1)OC	83	-0.6	1	-2	-0.2	-2	1	5	-4	-2.8
66	Cc1cccc(C(=O)NCC(=O)NCC(c2cccs2)N2CCOCC2)c1 (stereo not drawn)	98	-0.4	3	1	0.2	3	5	7	-3	-0.5
